Screening data deposited in PubChem BioAssay by several laboratories.
Ba/F3 V617F tox: loss of viability in JAK2V617F-driven Ba/F3 cells | Ba/F3 EpoR-JAK2V617F viability, ATP luminescence | inhibition, % at 5.6 µM | actives 1.1% (n = 220,000);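 active = inhibition above the campaign mean plus 3 SD over all tested compounds, cut at about 24% in these data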;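 note: cytokine-independent growth of Ba/F3 cells driven by EpoR plus mutant JAK2; 0% = DMSO-treated cells and 100% = JAK inhibitor I control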
BaF3 tox: parental Ba/F3 viability inhibition as JAK2V617F counter-screen; CellTiter-Glo ATP luminescence; inhibition, % at 5.6 µM; actives 1.1% (n = 220,000); AID 1486;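 active = inhibition above a per-campaign cutoff, the mean inhibition of all tested compounds plus 3 SD, cut at about 27% in these data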;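 note: 0% = DMSO wells and 100% = JAK Inhibitor I control wells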
S1P4 agonist: human S1P4 receptor agonism; AID 1509; S1P4-expressing cell line, agonist reporter assay; O95977; activation, % at 4.98 µM; actives 0.35% (n = 220,000); in the data active = activation above about 11%;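 note: 0% = DMSO vehicle and 100% = reference agonist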
NPY-Y2 PAM-ag: potentiates or activates human NPY-Y2 receptor | P49146 | cells expressing NPY-Y2, potentiator/agonist read-out | activation, % at 3.6 µM | actives 0.45% (n = 220,000); in the data active = activation above about 27%;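 note: cells stimulated with NPY near EC25 plus isoproterenol at EC100; 0% = vehicle plus submaximal agonist and 100% = vehicle plus saturating agonist; some results beyond the cut were filed as inactive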
Target sequence (P49146 whole entry, looked up): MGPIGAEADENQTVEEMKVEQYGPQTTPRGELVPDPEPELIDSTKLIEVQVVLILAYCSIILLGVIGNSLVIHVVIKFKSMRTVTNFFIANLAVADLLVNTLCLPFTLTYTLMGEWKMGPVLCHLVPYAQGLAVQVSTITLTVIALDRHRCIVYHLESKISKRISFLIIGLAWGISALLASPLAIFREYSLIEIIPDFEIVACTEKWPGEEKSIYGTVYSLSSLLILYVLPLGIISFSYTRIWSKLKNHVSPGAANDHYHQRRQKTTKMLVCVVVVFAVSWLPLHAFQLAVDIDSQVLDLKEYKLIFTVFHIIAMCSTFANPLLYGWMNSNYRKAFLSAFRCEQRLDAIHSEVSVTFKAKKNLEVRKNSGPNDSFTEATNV
RBBP9 inhibitor: blocks human serine hydrolase RBBP9 | O75884 | recombinant RBBP9, FP-Rh probe fluorescence polarization | inhibition, % at 7.94 µM | actives 0.2% (n = 220,000);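 active = inhibition above the campaign mean of all tested compounds plus 3 SD, cut at about 14% in these data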;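 note: plate controls were DMSO wells with RBBP9 for no effect and wells lacking RBBP9 protein for full effect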
Target sequence (O75884 whole entry, looked up): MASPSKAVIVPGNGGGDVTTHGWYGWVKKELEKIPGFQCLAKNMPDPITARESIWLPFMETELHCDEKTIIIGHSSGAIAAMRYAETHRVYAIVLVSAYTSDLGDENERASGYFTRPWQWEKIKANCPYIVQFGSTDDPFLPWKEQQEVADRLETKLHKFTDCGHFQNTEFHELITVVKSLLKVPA
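Material: RBBP9 protein. Amount: RBBP9 at 2.5 µM in dispensed solution, before mixing. Schedule: 30 min then 45 min, 25 °C. Medium: Tris buffer pH 8.0, NaCl, Pluronic. Measured by: fluorescence polarization. Measure: percent inhibition from mP, scaled between DMSO and no-protein wells. Replication: one well per compound.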
NPY-Y1 PAM-ag: potentiates or activates human NPY-Y1 receptor. P25929. NPY-Y1 expressing cells, potentiator/agonist activation. activation, % at 3.6 µM. actives 0.37% (n = 220,000). AID 1304; in the data active = activation above about 33%, passing the limit was not always enough;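 note: cells stimulated with NPY at EC10 then isoproterenol at EC100; 0% = low agonist plus stimulus and 100% = saturating agonist plus stimulus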
Target sequence (P25929 whole entry, looked up): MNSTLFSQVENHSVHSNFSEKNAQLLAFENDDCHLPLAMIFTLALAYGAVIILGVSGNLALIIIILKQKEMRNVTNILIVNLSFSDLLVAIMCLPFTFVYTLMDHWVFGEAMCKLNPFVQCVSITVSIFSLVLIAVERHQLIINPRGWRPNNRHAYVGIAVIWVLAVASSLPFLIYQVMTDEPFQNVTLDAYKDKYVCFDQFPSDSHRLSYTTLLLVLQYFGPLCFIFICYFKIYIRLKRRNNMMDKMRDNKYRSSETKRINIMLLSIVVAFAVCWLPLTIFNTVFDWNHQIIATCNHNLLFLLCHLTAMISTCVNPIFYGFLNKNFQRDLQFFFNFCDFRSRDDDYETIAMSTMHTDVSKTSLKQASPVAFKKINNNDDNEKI
S1P4 antag: human S1P4 receptor antagonism; inhibition, % at 4.98 µM; AID 1510; S1P4-expressing cells, antagonist mode, reporter read-out; actives 0.26% (n = 220,000); in the data active = inhibition above about 29%;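 note: 0% = wells stimulated with agonist and 100% = vehicle wells without agonist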
NPY-Y1 antag: NPY-Y1 (human) receptor antagonism. HEK293-CNG Y1 cells, membrane potential fluorescence; NPY at EC95, then isoproterenol. actives 1% (n = 200,000). inhibition, % at 3.6 µM. AID 1040;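 active = inhibition above the campaign mean inhibition of all tested compounds plus 3 SD, cut at about 20% in these data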;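 note: 0% = DMSO wells given NPY plus isoproterenol and 100% = isoproterenol alone without NPY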
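Material: Y1- and CNG-channel-expressing HEK293 cells / Probe or stimulus: NPY 25 nM then isoproterenol 1 µM plus Ro 20-1724 25 µM / Doses: 3.6 µM single dose, DMSO 0.4% / Schedule: compound incubation 1 h at room temperature, readout 45 min post-stimulation / Signal: membrane potential fluorescence / Benchmarks: isoproterenol-only wells as full block versus NPY-plus-isoproterenol wells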
Runt-CBFb FRET: Runt domain-CBFb interaction inhibition; Cerulean-Runt/Venus-CBFb FRET ratio 530/480, 1 h; inhibition, % at 20 µM; actives 0.46% (n = 220,000); AID 1496;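 active = inhibition over about 50% at 20 µM in the single-dose screen, limit read from the data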;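 note: 0% = DMSO wells and 100% = excess unlabeled CBFb competitor control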
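Schedule: protein complex preformed 1 h, compound exposure 1 h, room temperature, dark; test system: Cerulean-labeled Runt domain protein; amount: 100 nM per protein; buffer or medium: Tris 50 mM pH 7.5, KCl, K2SO4, 0.01% BSA; read-out: loss of energy transfer signal; detection: FRET fluorescence; controls: 5 µM unlabeled CBFb as full-inhibition high control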
* marks the source's active call; other numbers are inactive results; nt = not tested or not shown. Rows are unselected; about 3.6% have a hit in one of these screens.

Values in the order: Ba/F3 V617F tox	BaF3 tox	S1P4 agonist	NPY-Y2 PAM-ag	RBBP9 inhibitor	NPY-Y1 PAM-ag	S1P4 antag	NPY-Y1 antag	Runt-CBFb FRET
1. CCN=C1SC(CC(=O)NC(C)C)C(=O)N1CC (configuration not stated)
→ -1	8	2.5	-1	-6	-4	4	3	5
2. COc1ccccc1Oc1coc2c(CN(C)C)c(O)ccc2c1=O
→ -2	-3	0.1	-8	-10	2	0	-4	-1
3. O=C(c1ccccn1)c1ncc(C(F)(F)F)cc1Cl
→ -1	6	1.1	1	0	16	-10	-2	-1
4. Cn1c(=O)c(S(=O)(=O)C(C)(C)C)c(O)c2ccccc21
→ -2	3	-2.0	12	-3	-23	-8	-2	10
5. CN1CCN(C(=O)c2cc3c(s2)-c2ccccc2S(=O)(=O)C3)CC1
→ 3	7	-1.3	-5	1	-1	7	-2	1
6. CCCCNC(=O)C(=O)NCc1ccncc1
→ -3	-5	1.0	3	4	0	-12	nt	2
7. CC(C)CNC(=O)c1ccccc1NC(=O)c1ccc(CSc2ccccc2)cc1
→ 1	10	-0.7	10	-7	13	-10	6	-5
8. O=C(NN1C(=O)c2ccccc2C1=O)C1C2CCCCC21 (configuration not stated)
→ -3	2	1.6	8	-2	-3	-6	2	-2
9. Cc1ccc(C(=O)Oc2ccccc2N2C(=O)C3C4CCC(C4)C3C2=O)cc1 (configuration not stated)
→ -1	2	2.6	-4	0	-5	-26	3	-3
10. CC(C)OC(=O)CC(=O)CSc1nc2c(c(-c3cccs3)c1C#N)CCC2
→ 1	4	1.8	10	-3	-12	-8	6	6
11. CC1CCc2cc(F)ccc2N1C(=O)CSc1nnc(-c2cccs2)n1C (configuration not stated)
→ -3	0	-1.0	18	2	9	-3	-5	0
12. CCCc1nc(SCC(=O)Nc2nnc(SCC)s2)c2c(=O)n(C)c(=O)n(C)c2n1
→ 3	-3	-0.1	-6	-1	-3	8	-5	2
13. CCOc1cccc(-c2nnc3sc(-c4ccco4)nn23)c1
→ 5	10	-1.0	-6	-4	-3	-4	6	-2
14. Cc1ccccc1C([O-])=Nc1ccc[n+](-c2nc3ccccc3nc2NS(=O)(=O)c2ccccc2)c1
→ -3	-1	0.0	22	-4	7	11	nt	-2
15. O=S(=O)(c1ccccc1Cl)N1CCC(O)(c2cccnc2)CC1
→ -4	2	0.5	-9	-1	20	-3	-3	-1
16. COC(=O)NCc1ccc2c(c1)OCO2
→ -2	6	-0.3	9	-3	14	11	6	-1
17. O=C1NC2(NN1c1ccccc1)C1CC3CC(C1)CC2C3 (configuration not stated)
→ 0	4	-0.4	7	-3	10	2	-5	1
18. Nc1nc(SCC(=O)Nc2ncc(C(F)(F)F)cc2Cl)n[nH]1
→ 2	8	0.2	-12	-2	-22	-3	0	0
19. COc1cc2c(C(=O)NCCN(C)C)cn(CC(C)C)c(=O)c2cc1OC
→ 1	1	0.5	9	-6	9	-3	nt	1
20. CCOC(=O)c1nn(-c2cc(C(=O)OC)cc(C(=O)OC)c2)cc1O
→ 0	2	0.8	-14	-4	-17	-15	2	-2
21. COc1ccc(NC(=S)Nc2cc(C)cc(C)n2)cc1OC
→ 0	5	2.3	12	-6	-15	-9	-3	2
22. O=C(Nc1ccc(N2CCCC2)cc1)c1ccc(Br)o1
→ 3	3	0.2	16	1	12	4	-2	2
23. Cc1nnc(N2C(=O)C(O)=C(C(=O)c3ccco3)C2c2ccc(C(C)C)cc2)s1 (configuration not stated)
→ 2	5	1.6	-3	-5	-5	1	-5	-2
24. CCCCN1CCc2c([nH]c3ccccc23)C1=O
→ -2	1	1.8	-12	1	12	-25	-3	1
25. Cc1nn(CC(=O)N2N=C(C(F)F)CC2(O)C(F)F)c(C)c1[N+](=O)[O-] (configuration not stated)
→ 6	9	0.2	6	-2	5	-15	0	-3
26. CCOC(=O)Cn1c(N2CCCCCC2)nc2c1c(=O)[nH]c(=O)n2C
→ -2	2	1.4	8	1	12	-7	-1	-2
27. O=C(NCc1ccccc1)c1noc2c1CCCCC2
→ -1	3	1.5	2	-1	-27	-8	-3	-2
28. COc1ccc(N2CCn3c2nc2c3c(=O)n(CCc3ccccc3)c(=O)n2C)c(OC)c1
→ 0	7	-0.1	-13	1	15	1	-5	-1
29. COc1cc(C(=O)N2CCN(c3ncnc4sc(C)c(C)c34)CC2)cc(OC)c1OC
→ 9	16	-0.4	9	-1	13	-9	0	-1
30. CCOC(=O)N1CCN(C(=O)COc2ccc(Cl)cc2C)CC1
→ -2	2	3.1	22	-10	15	4	-1	1
31. CCN(CC)CCNC(=O)Cn1nc(-c2ccc(C)cc2)ccc1=O
→ 2	2	1.0	-8	-9	-11	-13	2	0
32. COc1ccc(-n2c(CNC(=O)COc3ccc(Cl)cc3Cl)n[nH]c2=S)cc1
→ 5	8	0.1	-25	-9	-9	-3	13	3
33. O=C(CSc1nnc(CNc2ccc(F)cc2)n1Cc1ccco1)NC1CC1
→ 3	2	1.9	1	-7	21	-17	-5	3
34. Cc1ccc2c(c1)NC(=O)C(CC(=O)NCc1ccc(F)cc1)O2 (configuration not stated)
→ -5	2	2.4	-12	-7	6	-21	0	2
35. CCCN(CCC)S(=O)(=O)c1nc2nc(C)cc(C)n2n1
→ -4	0	-0.2	-24	6	27	-13	nt	1
36. CCOC(=O)N1CCN(Cc2nc(N)nc(Nc3ccc(OC)cc3)n2)CC1
→ 6	5	5.5	-4	-11	-14	-7	-1	1
37. CC(=O)C1=C(S(=O)(=O)c2ccc(C)cc2)CS(=O)(=O)C1
→ -4	3	2.1	-2	3	8	-6	-6	34
38. Cc1ccc(C2CC(=O)NC(SCc3ccccc3)=C2C#N)cc1 (configuration not stated)
→ -2	2	-1.4	11	0	11	-17	1	-6
39. O=C(COC(=O)/C=C/c1ccc(Cl)cc1)Nc1ccccc1-c1ccccc1
→ -2	4	0.5	10	-12	5	-10	-2	-4
40. Cc1cc(C(=O)N2CCN(c3ncccn3)CC2)cs1
→ -2	2	1.1	-28	-4	2	-2	-2	0
41. Cc1ccc(CCNC(=O)CN2C(=O)COc3ccccc32)cc1
→ -2	4	-1.1	21	5	8	-2	-8	-2
42. CCc1nc(NC(C)(C)C)c2cnn(-c3ccccc3)c2n1
→ -1	-3	2.7	1	2	27	4	nt	-3
43. Cc1cccc(C2=N/C(=C\c3cccnc3)C(=O)O2)c1
→ -4	-2	-0.5	11	-5	0	4	-9	0
44. CCCCn1c(SCC(=O)Nc2nccs2)nc2ccccc2c1=O
→ -2	4	1.0	7	-5	11	-15	1	0
45. CCN(CC)S(=O)(=O)c1ccc(OC)c(NC(=S)Nc2cccc(C)c2)c1
→ -3	5	-0.8	19	-10	6	-10	-1	0
46. COc1ccc(N(CC(=O)Nc2cccc(SC)c2)S(C)(=O)=O)cc1Cl
→ 1	6	1.1	18	-1	26	0	3	2
47. COc1ccc(S(=O)(=O)N/N=C(/C)c2cccc(NC(=O)c3ccccc3Cl)c2)cc1
→ -3	-1	0.0	10	-2	0	-11	1	-2
48. O=C(OCc1ccccc1F)c1ccc2c(c1)OCCO2
→ -3	0	0.1	-16	2	-38	-16	5	-2
49. COCCNC(=S)NCc1cccs1
→ 1	7	1.6	-14	-8	2	-4	-2	1
50. CCn1cc([N+](=O)[O-])c(C(=O)Nc2ccc3c(c2)OCCO3)n1
→ 0	-2	0.9	-6	-9	13	7	1	2

(continued)
Values in the order: Ba/F3 V617F tox	BaF3 tox	S1P4 agonist	NPY-Y2 PAM-ag	RBBP9 inhibitor	NPY-Y1 PAM-ag	S1P4 antag	NPY-Y1 antag	Runt-CBFb FRET
51. CC(C)(C)c1ccc(/C=C2\SC(=O)N=C2N)cc1
→ 0	3	-0.5	-10	-7	6	-7	-1	0
52. CCCCNC(=O)OCC(CC)NC(=O)OC(C)C (configuration not stated)
→ 2	-1	-1.2	5	-10	0	0	0	-2
53. O=C(NNc1nc(-c2ccccc2)cs1)c1cccs1
→ -2	-3	1.0	12	-6	19	12	nt	15
54. Cc1ccc(N(C(=O)c2cnccn2)C(C(=O)NC2CCCCC2)c2ccc(O)cc2)cc1 (configuration not stated)
→ 2	5	0.6	0	-6	3	-4	6	nt
55. O=C(CSc1nnc2ccccn12)Nc1ccccc1C(=O)O
→ 2	7	-0.3	11	-2	7	0	4	0
56. Cc1ccccc1NS(=O)(=O)c1ccc(N2CCCC2=O)cc1
→ 85*	72*	-0.4	-8	-7	2	-14	9	2
57. COc1ccc(/C=N/NC(=O)c2nc(-c3ccccc3)cc(-c3ccccc3)n2)cc1O
→ 5	8	1.3	-29	-17	-19	-21	9	0
58. c1ccc2[nH]c(SCc3cn4ccccc4n3)nc2c1
→ 0	10	-0.8	4	-1	6	-1	10	0

Sorted by molar mass (descending): part of the list above
Values in the order: Ba/F3 V617F tox	BaF3 tox	S1P4 agonist	NPY-Y2 PAM-ag	RBBP9 inhibitor	NPY-Y1 PAM-ag	S1P4 antag	NPY-Y1 antag	Runt-CBFb FRET
14. Cc1ccccc1C([O-])=Nc1ccc[n+](-c2nc3ccccc3nc2NS(=O)(=O)c2ccccc2)c1
→ -3	-1	0.0	22	-4	7	11	nt	-2
28. COc1ccc(N2CCn3c2nc2c3c(=O)n(CCc3ccccc3)c(=O)n2C)c(OC)c1
→ 0	7	-0.1	-13	1	15	1	-5	-1
54. Cc1ccc(N(C(=O)c2cnccn2)C(C(=O)NC2CCCCC2)c2ccc(O)cc2)cc1 (configuration not stated)
→ 2	5	0.6	0	-6	3	-4	6	nt
29. COc1cc(C(=O)N2CCN(c3ncnc4sc(C)c(C)c34)CC2)cc(OC)c1OC
→ 9	16	-0.4	9	-1	13	-9	0	-1
46. COc1ccc(N(CC(=O)Nc2cccc(SC)c2)S(C)(=O)=O)cc1Cl
→ 1	6	1.1	18	-1	26	0	3	2
19. COc1cc2c(C(=O)NCCN(C)C)cn(CC(C)C)c(=O)c2cc1OC
→ 1	1	0.5	9	-6	9	-3	nt	1
25. Cc1nn(CC(=O)N2N=C(C(F)F)CC2(O)C(F)F)c(C)c1[N+](=O)[O-] (configuration not stated)
→ 6	9	0.2	6	-2	5	-15	0	-3
26. CCOC(=O)Cn1c(N2CCCCCC2)nc2c1c(=O)[nH]c(=O)n2C
→ -2	2	1.4	8	1	12	-7	-1	-2
48. O=C(OCc1ccccc1F)c1ccc2c(c1)OCCO2
→ -3	0	0.1	-16	2	-38	-16	5	-2
58. c1ccc2[nH]c(SCc3cn4ccccc4n3)nc2c1
→ 0	10	-0.8	4	-1	6	-1	10	0
6. CCCCNC(=O)C(=O)NCc1ccncc1
→ -3	-5	1.0	3	4	0	-12	nt	2
49. COCCNC(=S)NCc1cccs1
→ 1	7	1.6	-14	-8	2	-4	-2	1
